# TRHR enhancer = allosterically enhances the human TRH receptor. P34981. TRHR cells, fluo-8 calcium fluorescence, EC20 TRH enhancement. enhancement, % at 2 µM. actives 0.66% (n = 360,000). AID 493056; in the data active = enhancement above about 30%; also: 0% is about no effect
# Target sequence (P34981 whole entry, looked up): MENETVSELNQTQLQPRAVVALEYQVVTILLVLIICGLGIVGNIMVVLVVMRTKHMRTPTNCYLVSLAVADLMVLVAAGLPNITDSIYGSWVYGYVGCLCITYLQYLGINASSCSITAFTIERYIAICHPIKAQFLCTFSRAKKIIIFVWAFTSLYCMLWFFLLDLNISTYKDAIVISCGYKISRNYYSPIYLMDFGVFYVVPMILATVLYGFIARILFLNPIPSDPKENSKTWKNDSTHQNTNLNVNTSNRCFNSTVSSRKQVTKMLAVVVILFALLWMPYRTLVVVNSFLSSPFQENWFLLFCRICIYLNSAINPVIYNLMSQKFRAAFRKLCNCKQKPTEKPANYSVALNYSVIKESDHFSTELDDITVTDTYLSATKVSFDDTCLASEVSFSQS
#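 TRHR-expressing cells loaded with fluo-8 calcium dye were read kinetically (ex 480/em 530) during compound addition, then stimulated with an EC20 of TRH (10 nM final). Enhancement of the Gq-mediated intracellular calcium response was scored.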
# RXFP1 agonist = activates the human relaxin receptor RXFP1 | actives 0.3% (n = 370,000) | AID 2676 | Q9HBX9 | HEK293T-RXFP1 cAMP TR-FRET, 30 min; response scale: percent of porcine relaxin response, buffer zero | Potency, µM (doses to about 57.5 µM), for the others: at the top dose activation, most hits filed as activators; active = well fitted activation curve with a large enough effect; inconclusive = small, poorly fitted or top-dose-only effect; also: potency is read from the fitted curve at half-maximal effect; % is scaled to controls: 0 for no effect and ±100 for the full control effect; nearly all actives have a fitted effect of over 60% in size; many of its hits are not listed in these tables
#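 cAMP rise read by TR-FRET after 30 min, 37C compound exposure (up to 58 uM) in RXFP1-transfected HEK293 cells with Ro 20174 present. EC50 from Hill-equation fits, with 29 nM porcine relaxin as 100% and buffer as basal.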
# RXFP1 antag = RXFP1 (human) relaxin receptor antagonism | Q9HBX9 | HEK293-RXFP1, relaxin-stimulated cAMP HTRF, 30 min; stronger effect = lower value | activity change, negative = inhibition, % at 57.5 µM | actives 0.59% (n = 350,000) | AID 1259400;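 active = activity change of -60% or lower, but not beyond a set lower limit; inconclusive = change between -60% and -40%, or beyond the set limit; inactive = change above -40%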; also: % is scaled to controls: 0 for no effect and ±100 for the full control effect
# D1 antag = human D1 dopamine receptor antagonism. P21728. HEK293 TREx D1 cells, calcium flux, dopamine EC80; stronger effect = lower value. activity change, negative = inhibition, % at 10 µM. actives 3.2% (n = 360,000); in the data active = activity change below about -30%; also: % is scaled to controls: 0 for no effect and ±100 for the full control effect
#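 Inducible Hek293 Trex D1 cells (tetracycline, overnight, 30 C). Calcium dye 30–90 min RT. Antagonist mode: EC80 dopamine added after 180 s compound read.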
# D2 antag = antagonizes the human D2 dopamine receptor | actives 2% (n = 340,000) | HEK293 TREx D2 cells, calcium flux, dopamine EC80 | inhibition, % at 10 µM; in the data active = inhibition above about 30%; also: 0% is about no effect
# Target sequence (P14416 whole entry, looked up): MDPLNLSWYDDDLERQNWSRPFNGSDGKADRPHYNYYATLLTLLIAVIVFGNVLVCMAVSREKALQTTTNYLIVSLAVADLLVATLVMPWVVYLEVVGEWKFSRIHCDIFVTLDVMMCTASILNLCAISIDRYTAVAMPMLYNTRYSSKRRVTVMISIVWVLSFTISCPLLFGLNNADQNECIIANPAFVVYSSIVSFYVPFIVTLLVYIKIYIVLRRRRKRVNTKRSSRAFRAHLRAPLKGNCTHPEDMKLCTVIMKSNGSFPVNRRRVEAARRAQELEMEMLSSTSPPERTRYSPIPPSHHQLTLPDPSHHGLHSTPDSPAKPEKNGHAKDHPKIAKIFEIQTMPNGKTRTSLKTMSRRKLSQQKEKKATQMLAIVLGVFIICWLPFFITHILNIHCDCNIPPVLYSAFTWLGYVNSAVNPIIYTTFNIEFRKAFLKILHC
#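 Calcium mobilization kinetics were recorded at 1 s intervals in tetracycline-induced HEK293 T-REx D2 cells, first for 180 s after compound addition and then 180 s after EC80 dopamine.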
# D1 ag = agonists of human D1 dopamine receptor. AID 504660. actives 1% (n = 360,000). P21728. HEK293 T-REx D1 cells, calcium flux, agonist mode. activation, % at 2 µM; in the data active = activation above about 30%; also: 0% is about no effect
#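 Inducible HEK293 T-REx D1 cells, force-coupled to calcium signalling, were plated at 4000 cells/well with tetracycline and held overnight at 30 C. After no-wash calcium dye loading, compound-evoked calcium rise over 180 s flagged agonists.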
# D2 agonist = agonists of human D2 dopamine receptor; activation, % at 2 µM; HEK293 T-REx D2 cells, calcium flux agonist mode; actives 0.53% (n = 340,000); P14416;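 active = activation over 3 SD above normal in the single-dose calcium agonist read, cut at about 30% in these data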; also: 0% is about no effect
#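 In this primary screen, compounds producing a positive calcium signal within 180 s of addition to tetracycline-induced, force-coupled HEK293 Trex D2 cells are flagged; cells are dye-loaded with a no-wash calcium kit beforehand.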
# D2 potentiator = D2 dopamine receptor (human) potentiation | P14416 | HEK293 T-REx D2, calcium flux, EC20 dopamine potentiation | potentiation, % at 10 µM | actives 0.34% (n = 340,000);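 active = potentiation over 3 SD above the plate norm, cut at about 30% in these data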; also: 0% is about no effect
#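 Cells plated with tetracycline inducer and held overnight at 30 C; calcium dye loaded 30–90 min at room temperature; baseline taken, compound added and read 180 s; EC20 dopamine then added and read 180 s.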
# D1 potentiator = human D1 dopamine receptor positive modulation; P21728; HEK293 TREx D1 cells, calcium flux, dopamine EC20 potentiation; potentiation, % at 10 µM; actives 0.036% (n = 360,000); in the data active = potentiation above about 30%; also: 0% is about no effect
# * marks the source's active call; other numbers are inactive results; ? = inconclusive; / = not tested or not shown. The list is partial, so the mix of outcomes need not match the whole.
cpd	Molecule	TRHR enhancer	RXFP1 agonist	RXFP1 antag	D1 antag	D2 antag	D1 ag	D2 agonist	D2 potentiator	D1 potentiator
1	O=C(CCNS(=O)(=O)c1cccc2nsnc12)Nc1ccc(F)cc1	-3	1.4%	/	-10	/	1	0.4	-3	1
2	O=C(CCCn1c(=O)c2cccn2c2cccnc21)NCc1cccc(Br)c1	-3	?	-14	-5	2	9	-0.4	8	0
3	COc1ccc(/C(O)=C2\C(=O)C(=O)N(CCCN(C)C)C2c2ccccc2F)cc1Cl (stereo not given)	-1	13%	/	-15	-11	3	1.0	-2	-2
4	COc1ccc(NC(=O)COc2ccccc2Cl)cc1S(=O)(=O)N1CCCCC1	-6	3.2%	-7	-25	-3	5	0.6	9	-3
5	Brc1ccc(-c2nc(-c3cccnc3)no2)o1	5	-0.7%	-6	-1	-2	3	-0.6	11	-4
6	CNc1oc(Cc2cccc3ccccc23)nc1C#N	-5	2.6%	8	-10	-15	0	-0.8	6	6
7	CCNC(=O)c1c(NC(=O)c2cc(=O)c3ccc(C)c(C)c3o2)sc2c1CCCC2	11	-0.2%	-9	2	/	-1	1.5	6	1
8	COc1ccc(/C=N\NC(=O)CCc2c(C)n[nH]c2C)c(OC)c1OC	2	-1.2%	-2	-16	-20	1	-0.7	-6	-2
9	Cc1coc2cc3oc(=O)c(CCC(=O)NCc4ccc(Cl)cc4)c(C)c3cc12	-1	-1.4%	-2	-14	/	4	-0.7	-32	-1
10	CCOc1ccc(CCNS(=O)(=O)c2ccc3c(c2)NC(=O)CC(=O)N3)cc1OCC	-6	0.5%	8	-17	-2	1	1.9	-6	-4
11	COc1ccccc1NC(=O)CCC(=O)Nc1nnc(C2CCCCC2)s1	0	2.2%	-30	11	-7	3	0.0	7	3
12	O=C(CN1C(=O)c2ccccc2C1=O)c1ccc(F)cc1	-4	-1.6%	3	-2	-19	0	-0.7	1	-10
13	COc1ccc(C2(c3ccc(OC(C)=O)cc3OC(C)=O)CC(c3ccccc3)NC(=S)N2)cc1 (stereo not given)	5	1.5%	-8	-2	1	3	-1.6	-3	0
14	CCN(C(=O)CN1CCN(c2ccccc2O)CC1)c1c(N)n(Cc2ccccc2)c(=O)[nH]c1=O	-6	0.5%	1	-3	/	0	/	/	0
15	O=C(CS(=O)(=O)c1cccc2nsnc12)Nc1ccccc1	2	-0.2%	/	-3	/	1	0.6	-1	1
16	Cc1nn(C)c(C(=O)N/N=C/c2cccnc2)c1Cl	8	-0.8%	0	1	5	0	0.0	-17	-3
17	CCn1c(=O)n(CC)c2cc(S(N)(=O)=O)c(C)cc21	0	0.0%	-4	16	-7	0	0.5	1	0
18	Cc1cc(-c2nnco2)c(C)n1-c1ccccc1	-2	-0.4%	-6	-13	/	-1	/	-12	-5
19	O=C1CNC(=O)/C(=C/c2cccs2)N1	1	-1.5%	2	1	10	9	2.3	-6	-5
20	CC1=CC2=NC(=O)/C(=C\c3cccn3CCOc3cc(C)cc(C)c3)C(=N)N2O1	13	5.4%	-8	-1	7	4	-1.6	-8	2

# Given in transposed form: entries from further up
(5) Brc1ccc(-c2nc(-c3cccnc3)no2)o1
(13) COc1ccc(C2(c3ccc(OC(C)=O)cc3OC(C)=O)CC(c3ccccc3)NC(=S)N2)cc1 (stereo not given)
(6) CNc1oc(Cc2cccc3ccccc23)nc1C#N
(2) O=C(CCCn1c(=O)c2cccn2c2cccnc21)NCc1cccc(Br)c1
(10) CCOc1ccc(CCNS(=O)(=O)c2ccc3c(c2)NC(=O)CC(=O)N3)cc1OCC
entry no. | 5 | 13 | 6 | 2 | 10
TRHR enhancer | 5 | 5 | -5 | -3 | -6
RXFP1 agonist | -0.7% | 1.5% | 2.6% | ? | 0.5%
RXFP1 antag | -6 | -8 | 8 | -14 | 8
D1 antag | -1 | -2 | -10 | -5 | -17
D2 antag | -2 | 1 | -15 | 2 | -2
D1 ag | 3 | 3 | 0 | 9 | 1
D2 agonist | -0.6 | -1.6 | -0.8 | -0.4 | 1.9
D2 potentiator | 11 | -3 | 6 | 8 | -6
D1 potentiator | -4 | 0 | 6 | 0 | -4

# New compounds follow.
cpd	Molecule	TRHR enhancer	RXFP1 agonist	RXFP1 antag	D1 antag	D2 antag	D1 ag	D2 agonist	D2 potentiator	D1 potentiator
21	O=C(CSc1n[nH]c(-c2ccccc2)n1)NCc1cccc(C(=O)O)c1	-1	0.0%	-10	7	-12	0	-0.6	-6	-8
22	O=C(NCC1(N2CCCCC2)CCCCC1)c1ccc(NS(=O)(=O)c2ccccc2)cc1	-5	2.0%	-7	-4	3	1	-0.5	4	1
23	Cc1ccc(C(=O)Nc2ccc(Cl)cc2C(F)(F)F)c(Cl)c1	5	0.9%	6	8	-2	1	3.2	0	4
24	Cn1c(-c2ccsc2)c(-c2cccs2)c2cc(-c3cccc4[nH]ccc34)ccc21	5	-1.1%	/	/	22	-3	0.3	3	-5
25	O=C(NCc1nc2ccccc2[nH]1)c1cccc(Cl)c1	-3	-0.9%	5	-24	/	0	-0.3	-16	-4
26	CC(C)(C)C(=O)OCc1nc(-c2ccc(Cl)cc2)cs1	-12	0.3%	?	11	7	0	0.4	-1	-3
27	CCOc1ccc(/C=C/c2nc(C#N)c(Nc3ccc(OCC)cc3)o2)cc1	-1	4.3%	7	-8	/	2	-0.7	2	-2
28	CC(OC(=O)c1ccc(Cl)c(S(=O)(=O)N2CCOCC2)c1)C(=O)Nc1ccc(S(N)(=O)=O)cc1 (stereo not given)	-2	2.0%	4	7	8	1	0.3	2	0
29	Cc1ccc(Cl)cc1N1CCN(C(=O)c2ccc3c(c2)N(Cc2ccc(F)cc2)CCS3)CC1	7	10%	-7	-4	/	1	-1.3	7	-2
30	Cc1ccc(N2CCN(S(=O)(=O)N3CCCCC3)CC2)cc1Cl	2	-0.3%	5	-2	-4	2	0.1	3	-3
31	O=C(OCC#CCSc1nnc(-c2ccccc2)o1)c1cccs1	-6	2.5%	-2	-7	1	7	-0.1	-6	-2
32	CCCCOP(=O)(c1ccc(N(C)C)cc1)C(Nc1ccccc1)c1ccccc1 (stereo not given)	5	-0.5%	/	-22	3	4	0.5	3	-8
33	CCn1cc(C(=O)NCC2CCCO2)c(=O)c2cc(S(=O)(=O)N(C)C)ccc21 (stereo not given)	-2	2.3%	-18	1	4	1	-0.6	0	1
34	Cc1ccc2c(c1)c1c(c(=O)n(Cc3ccccc3)c(=O)n1CC(=O)Nc1ccccc1F)n2C	5	1.6%	/	13	/	0	0.2	-1	0
35	CCOC(=O)N1CCN(C(=O)c2cccn3c(=O)c4c5c(sc4nc23)CCCC5)CC1	5	21%	-7	2	-2	-1	-0.4	-1	3
36	Cn1c(SCc2ccccn2)nc2c1c(=O)[nH]c(=O)n2C	-2	4.7%	-10	-10	16	2	1.6	2	-6
37	O=C(O)CCC(=O)N1N=C(c2c(-c3ccccc3)c3cc(Cl)ccc3[nH]c2=O)CC1c1ccccc1 (stereo not given)	-2	0.6%	-16	-9	-3	2	-0.2	2	1
38	O=C(NCc1nnc2c(C(F)(F)F)cc(Cl)cn12)c1ccco1	-6	?	27	-11	14	0	0.1	2	1
39	O=C(c1ccco1)N(Cc1cccc(Br)c1)C1CCS(=O)(=O)C1 (stereo not given)	-1	3.5%	18	-19	5	3	0.9	-2	-3
40	Cc1ccc(C2CC(=O)Nc3cc4c(cc32)OCCO4)s1 (stereo not given)	-3	-0.5%	-6	1	2	3	-0.7	-9	0
41	COc1ccc(C2CC(=O)N(C)c3ccccc3S2)cc1OC (stereo not given)	-2	1.8%	-5	0	1	3	1.6	7	-2
42	CC(NC(=O)CCNC(=O)c1ccc(Br)cc1)c1ccc(-n2ccnc2)cc1 (stereo not given)	-3	0.0%	1	-4	-10	-1	-0.7	1	-7
43	O=C(Cn1nnc2ccccc21)N/N=C\C=C\c1ccccc1	-5	0.6%	-10	16	1	2	-0.1	-5	-3
44	COc1ccc(-c2cn(CCC(=O)NCc3ccc(C)cc3)c(-c3ccncc3)n2)cc1	-6	1.4%	/	-9	10	2	-1.5	6	-3
45	Cc1ccc(NC(=O)C(C)OC(=O)Cn2[nH]c(=O)c3ccccc3c2=O)cc1 (stereo not given)	12	3.8%	-6	6	-8	0	-0.5	2	-7
46	Cc1[nH]n(S(=O)(=O)Cc2ccccc2)c(=O)c1N=Nc1ccccc1Cl	3	0.2%	-13	3	/	4	/	/	-1
47	O=C(c1ccco1)N1CCN(S(=O)(=O)c2cccc([N+](=O)[O-])c2)CC1	-5	-3.0%	-4	-2	-11	1	0.5	-3	-2
48	CN(C(=O)CN1C(=O)/C(=C/c2ccc(Cl)cc2)SC1=S)C1CCS(=O)(=O)C1 (stereo not given)	-3	2.6%	8	-2	4	4	1.6	5	-3
49	CC1Cc2ccccc2N1CC(=O)Nc1ccc2c(c1)OC(F)(F)O2 (stereo not given)	2	0.0%	-5	-4	11	-2	0.0	3	-5
50	CCCn1c(N)c(N(CCOC)C(=O)c2ccc(N(C)S(=O)(=O)c3ccc(C)cc3)cc2)c(=O)[nH]c1=O	-4	-0.1%	-2	-10	/	3	-0.3	-5	-2
51	CN(C)CCCNc1oc(/C=C/c2cccs2)nc1S(=O)(=O)c1ccccc1	-5	-0.7%	-8	9	23	12	0.9	0	-8
52	Cc1nn(-c2ccccc2)c(C)c1NC(=O)COc1ccc(F)cc1Cl	1	-4.8%	2	-1	7	8	0.3	8	-2
53	O=C(Nc1nccs1)c1c(O)c2cccc3c2n(c1=O)CCC3	7	1.7%	/	-6	/	1	/	/	4
54	CCCCCN1C2=NCCN2c2ccccc21	7	0.3%	-5	-2	-35	3	-0.1	16	8
55	CCc1ccc(-n2c(=O)c3c4c(sc3n(Cc3ccccc3C#N)c2=O)CCC4)cc1	12	2.2%	/	-15	/	1	0.1	2	-1
56	COc1ccc(C(=O)NCc2ccc(Cl)c(Cl)c2)cc1OC	1	2.6%	-15	6	-10	2	-0.6	-2	-3
57	Cc1ccc(NC(=O)c2cnc(SCC(=O)N3CCOCC3)n(C)c2=O)cc1C	3	8.0%	0	/	/	0	1.0	-2	1
58	CN(Cc1ccccc1)C(=O)CSc1nnc(-c2cccc(Cl)c2)o1	0	3.6%	-13	-54*	/	56*	-1.9	-4	4
59	C=CCNC(=S)NNC(=O)C(CCCC)CC(C)(C)O (stereo not given)	1	-0.6%	0	-1	-9	2	-1.3	-4	-5
60	COc1ccc(NS(=O)(=O)c2cccc(C(=O)N/N=C/c3cn(-c4ccccc4)nc3-c3ccccc3)c2)cc1	10	0.0%	2	28	2	3	-0.3	-4	-2
61	CCc1nc(SCC(=O)NCCc2ccccc2)n[nH]1	-12	-0.4%	-5	-4	-2	3	-0.3	-8	-1
62	COC(=O)c1ccccc1OCCN1CCCCCC1	6	-0.2%	11	3	39*	6	3.5	-34	-4
63	Cc1nc(-c2ccc(Cl)cc2)sc1CCNC(=O)c1ccco1	-10	1.7%	-18	2	/	1	1.2	18	0

# Bioassay records from PubChem BioAssay.
